Screening data deposited in PubChem by several laboratories.
Mcl1-Bid inh – disrupts binding of human Mcl-1 to Bid peptide; Q07820; TR-FRET Mcl-1/Bid-Dy647 peptide binding, 1536-well; inhibition, % at 21.7 µM; actives 0.97% (n = 220,000); AID 1021;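 active = compounds that cut the binding signal by more than half at the single screening dose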;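 also: His-tagged Mcl-1 with europium anti-His antibody binding Bid BH3 peptide; 0% = Mcl-1 plus peptide wells and 100% = peptide-only wells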
Target sequence (Q07820 whole entry, looked up): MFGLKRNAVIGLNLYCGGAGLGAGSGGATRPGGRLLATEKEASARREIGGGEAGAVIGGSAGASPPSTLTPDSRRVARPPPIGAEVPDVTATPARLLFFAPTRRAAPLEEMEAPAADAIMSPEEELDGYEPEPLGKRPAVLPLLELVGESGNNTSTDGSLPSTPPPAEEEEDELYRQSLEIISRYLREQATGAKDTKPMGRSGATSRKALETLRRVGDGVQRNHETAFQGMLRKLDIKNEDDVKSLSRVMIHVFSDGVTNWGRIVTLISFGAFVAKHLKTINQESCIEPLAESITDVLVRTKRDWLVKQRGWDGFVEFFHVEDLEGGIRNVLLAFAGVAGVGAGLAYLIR
Pf gametocyte – kills late stage P. falciparum gametocytes | AID 743093 | P. falciparum stage V gametocytes, ATP luminescence, 24 h | actives 0.065% (n = 150,000) | inhibition, % at 10.9 µM;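 active = inhibition above the mean plus 3 SD of compounds within the control limits, set per campaign, cut at about 38% in these data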;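 also: 0% = DMSO wells and 100% = medium only without gametocytes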
HRas wt GTP bind – human HRas wildtype GTP binding, change in either direction; P01112; AID 759; GTP binding activity, % at 10 µM; GST-Ras wt beads, Bodipy-FL-GTP binding, flow cytometry; actives lie on both sides; actives 0.14% (n = 190,000);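 active = GTP binding activity at least 20% away from the 100% baseline, either lowered as inhibitor or raised as activator; inconclusive = flagged as likely green fluorescent, judged across all proteins in the well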;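 also: 0% = unlabeled GTP competition control and 100% = no-compound control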
Target sequence (P01112 whole entry, looked up): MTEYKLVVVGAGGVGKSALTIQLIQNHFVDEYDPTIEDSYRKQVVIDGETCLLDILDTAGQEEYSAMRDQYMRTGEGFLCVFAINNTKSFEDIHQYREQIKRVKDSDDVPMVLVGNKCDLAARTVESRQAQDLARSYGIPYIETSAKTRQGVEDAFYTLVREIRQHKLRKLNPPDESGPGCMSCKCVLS
Rac1 wt GTP bind – human Rac1 wildtype GTP binding, inhibitors and activators | GST-Rac1 beads, fluorescent GTP binding, flow cytometry; actives lie on both sides; 0 = cold GTP competed, 100 = untreated | GTP binding activity (% of control), % at 10 µM | actives 0.27% (n = 190,000);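 active = GTP binding activity at least 20 points away from the 100% control level, either lower or higher; inconclusive = compound flagged as likely green fluorescent, judged across all proteins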
Mcl1 Noxa PPI – Mcl-1/Noxa interaction inhibition; TR-FRET Mcl-1/Noxa peptide binding, 2 h; actives 1.5% (n = 220,000); inhibition, % at 21.7 µM; Q07820;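 active = compounds that cut the protein-peptide binding signal by more than 50% relative to plate controls in a single-dose test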;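 also: His-tagged Mcl-1 with rhodamine Noxa BH3 peptide and terbium anti-His antibody; 0% = Mcl-1 plus Noxa peptide wells and 100% = peptide-only wells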
Rac1 act GTP bind – alters GTP binding to activated mutant human Rac1 | GST-Rac1 activated beads, fluorescent GTP binding, flow cytometry; actives lie on both sides; 100% means binding = to untreated wells | percent activity (GTP binding), % at 10 µM | actives 0.11% (n = 190,000) | AID 764;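 active = GTP binding at least 20 percentage points away from the 100% baseline, in either direction, so actives lie on both sides; inconclusive = Compound likely fluorescent itself, or too few beads counted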
Avidin bead fluor – compound fluoresces at 488/530 nm on avidin beads; actives 0.38% (n = 220,000); compound fluorescence 488/530 nm, flow cytometry; stronger effect = higher value; fluorescence (KMESF) at 10 µM; in the data active = fluorescence above about 47; also: inactives centre near 10
GSH bead fluor – GSH bead compound fluorescence profile; GSH beads flow cytometry, compound fluorescence 488/530 nm; stronger effect = higher value; fluorescence (KMESF) at 10 µM; actives 0.25% (n = 190,000); AID 1776; in the data active = fluorescence above about 89;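 also: glutathione beads carrying GST-tagged Bcl family fusion proteins plus one bare bead set; values are compound well signal with DMSO vehicle wells as background; inactives centre near 16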
Cdc42 wt – human Cdc42 wildtype GTP binding change, either direction | GST-Cdc42 beads, Bodipy-GTP binding, flow cytometry; actives lie on both sides | percent activity (GTP binding), % at 10 µM | actives 0.2% (n = 190,000);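 active = percent activity GTP binding at least 20 points away from the 100% baseline, either down as inhibitor or up as activator; inconclusive = compound flagged as likely green fluorescent from well-wide comparison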;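 also: median bead fluorescence of bound Bodipy-FL-GTP at 100 nM; 0% = excess unlabeled GTP control and 100% = no compound control; below 100% means less GTP binding so inhibitor and above means activator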
Target sequence (P60953 whole entry, looked up): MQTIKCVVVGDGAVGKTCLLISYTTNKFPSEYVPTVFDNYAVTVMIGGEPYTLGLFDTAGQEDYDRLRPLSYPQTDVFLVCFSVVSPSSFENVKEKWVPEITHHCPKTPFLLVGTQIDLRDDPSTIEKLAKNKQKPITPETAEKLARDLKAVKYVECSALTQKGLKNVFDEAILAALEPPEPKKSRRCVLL
Rab2 wt GTP – changes GTP binding to wildtype dog Rab2A, up or down. actives 0.19% (n = 190,000). GST-Rab2 wt beads, Bodipy-GTP binding, flow cytometry. GTP binding activity, % at 10 µM. AID 760. P61105;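 active = GTP binding activity at least 20 points away from 100%, either lowered or raised; inconclusive = signal likely due to the compound's own green fluorescence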;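 also: 0% = beads with excess unlabeled GTP and 100% = no-compound control corrected for plate trend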
Rab7 wt GTP bind – dog Rab7 wildtype GTP binding, inhibitors and activators | GST-Rab7 beads, fluorescent GTP binding, flow cytometry; actives lie on both sides; untreated = 100%, excess cold GTP = 0% | GTP binding activity (percent of control), % at 10 µM | actives 0.055% (n = 190,000) | AID 758;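 active = fluorescent GTP binding to Rab7 beads changed by at least 20 points from the 100% baseline, either direction, mostly lower; inconclusive = compound itself probably fluorescent, or too few beads counted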;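 also: median green fluorescence of bound Bodipy-FL-GTP per Rab7 bead population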
An asterisk follows results filed as active; ? = inconclusive; . = not tested or not shown.

SMILES | Mcl1-Bid inh | Pf gametocyte | HRas wt GTP bind | Rac1 wt GTP bind | Mcl1 Noxa PPI | Rac1 act GTP bind | Avidin bead fluor | GSH bead fluor | Cdc42 wt | Rab2 wt GTP | Rab7 wt GTP bind
Cc1ccc(N(C(=O)C(F)(F)F)C(C(=O)NC2CCCCC2)c2cccs2)cc1 (stereo not given) | -24 | . | 100 | 106 | -6 | 99 | 15 | 35 | 101 | 100 | 101
O=C(c1n[nH]c(=O)c2ccccc12)N1CCN(c2ccccc2)CC1 | -37 | 13 | 104 | 104 | 1 | 98 | 14 | 32 | 100 | 102 | 103
CC(C)n1cc(NC(=O)c2cc(-c3ccccc3)on2)cn1 | -29 | 0 | 103 | 108 | 5 | 99 | 8 | 34 | 104 | 102 | 104
CCCCCN1CC(O)=C(c2ccccc2)C1=N | -22 | . | 102 | 104 | -5 | 100 | 12 | 13 | 103 | 102 | 106
O=C(O)/C=C/C(=O)N1CCc2ccccc21 | -45 | 15 | 95 | 98 | 1 | 97 | 13 | 26 | 96 | 95 | 95
Cc1ccc(C(=O)CSc2nc(-c3ccccc3)cc(=O)[nH]2)cc1 | 0 | -19 | 93 | 92 | 1 | 91 | 10 | 49 | 90 | 92 | 99
COC(=O)c1ccc(Sc2ccccc2NS(=O)(=O)c2ccc(C)cc2)nc1 | -8 | . | 98 | 99 | 2 | 92 | 7 | 61 | 96 | 98 | 98
CCCCNC(=O)CNC(=O)c1cccs1 | -11 | . | 95 | 95 | -5 | 95 | 31 | 12 | 95 | 94 | 94
Cc1ccc(NC(=S)N(CCCN2CCOCC2)Cc2ccco2)cc1Cl | -14 | . | 100 | 100 | 21 | 101 | 1 | 6 | 101 | 99 | 96
Cn1c2ccccc2c2c(C(=O)N3CCN(c4ccccc4)CC3)cn(C3CCCC3)c(=O)c21 | 2 | . | 100 | 102 | -20 | 97 | 28 | 23 | 100 | 102 | 100
Cc1ccc(NC(=O)N2CCCC2C(=O)Nc2ccc(-n3cnnn3)c(C)c2)cc1 (stereo not given) | 4 | . | 100 | 105 | 4 | 97 | 5 | 27 | 102 | 100 | 99
O=S(=O)(NCCSCc1ccc(Cl)cc1Cl)c1ccc2c(c1)OCCO2 | 7 | . | 104 | 99 | 5 | 95 | 22 | 12 | 101 | 104 | 104
Cc1ccc2[nH]c(=O)c(CN(Cc3cccs3)S(=O)(=O)c3ccc4c(c3)OCCO4)cc2c1 | 1 | 0 | 99 | 101 | -16 | 100 | 22 | 11 | 101 | 98 | 97
COC(=O)c1cc2ccsc2n1CC(=O)Nc1cc(Cl)ccc1OC | -2 | . | 95 | 92 | 20 | 94 | 8 | 38 | 92 | 94 | 95
CCCCN(C)CCNC(=O)Cn1ncc2c(=O)oc3ccc(C)cc3c21 | -16 | . | 99 | 100 | 17 | 100 | 11 | 15 | 100 | 100 | 96
O=C(Nc1cccc(F)c1)C1CC(=O)N(c2ccc(Br)cc2)C1 (stereo not given) | -41 | -1 | 97 | 98 | 6 | 96 | 3 | 47 | 100 | 95 | 94
Cn1cc(CN2CCCC(C(=O)c3ccc(-c4ccccc4)cc3)C2)cn1 (stereo not given) | -28 | 4 | 98 | 105 | -8 | 99 | 11 | 10 | 102 | 98 | 98
CCC(=O)n1nc(-c2ccco2)nc1N | -10 | . | 104 | 108 | -2 | 100 | 26 | 10 | 104 | 100 | 104
O=C(CNC(=O)C1CCCCC1)OCC(=O)c1ccc(Cl)s1 | -19 | -27 | ? | ? | 4 | ? | 22 | 25 | ? | ? | ?
O=C(CN1CCN(C2CCCCC2)CC1)Nc1ccc(Br)cc1 | 18 | -12 | 98 | 95 | 32 | 96 | 25 | 8 | 95 | 95 | 98
Cc1ccccc1S(=O)(=O)c1c(C)cc(-c2ccccc2)[nH]c1=O | -29 | . | 103 | 106 | -1 | 97 | 10 | 33 | 99 | 101 | 101
CCOC(=O)Cc1cc(-c2ccc(F)cc2)nc2ccc3ccccc3c12 | -12 | 4 | 102 | 107 | -6 | 101 | 14 | 10 | 107 | 102 | 101
CCCCCn1nc(-c2ccccc2)c2nc3ccccc3nc21 | -43 | -24 | 109 | 112 | -23 | 108 | 13 | 31 | 107 | 110 | 107
COCc1cc(C)n(CC(=O)Nc2cc(C)cc(C)c2)c(=O)c1C#N | -10 | 20 | 94 | 98 | -7 | 97 | 12 | 27 | 99 | 98 | 96
Cc1ccc(S(=O)(=O)/N=C(/Nc2c(C)n(C)n(-c3ccccc3)c2=O)c2ccccc2)cc1 | -3 | 12 | 99 | 102 | 0 | 100 | 11 | 8 | 100 | 99 | 100
CCOC(=O)N1CCN(C(=O)CS(=O)(=O)c2cn(Cc3ccccc3Cl)c3ccccc23)CC1 | -2 | . | 102 | 107 | 11 | 100 | 7 | 25 | 105 | 102 | 100
S=C(NCCc1ccccc1)N1CCN(C23CC4CC(CC(C4)C2)C3)CC1 | -58 | -7 | 99 | 104 | 6 | 97 | 9 | 13 | 102 | 100 | 105
CN(/C(=N/S(=O)(=O)c1ccccc1)c1ccccc1)S(=O)(=O)c1ccccc1 | -27 | 13 | 103 | 105 | 12 | 98 | 5 | 7 | 103 | 98 | 100
CC(C)(C)c1ccc(C(=O)C=[N+]=[N-])cc1 | -12 | 14 | 99 | 99 | -3 | 97 | 7 | 47 | 99 | 97 | 97
CN=C1SC(CC(=O)NCCc2ccc(OC)c(OC)c2)C(=O)N1C (stereo not given) | -11 | . | 101 | 104 | -15 | 101 | 7 | 5 | 99 | 101 | 101
COC(=O)C(F)(Sc1c(C)n(C)n(-c2ccccc2)c1=O)C(F)(F)F (stereo not given) | -2 | . | 103 | 102 | 3 | 98 | 28 | 35 | 102 | 100 | 102
CC(C)(C)CC(C)(C)N=C1NS(=O)(=O)c2cc([N+](=O)[O-])ccc21 | 0 | 23 | 97 | 100 | 11 | 95 | 11 | 12 | 96 | 98 | 98
Cc1nn(Cc2ccccc2)c(C)c1NC(=O)c1ccc([N+](=O)[O-])cc1[N+](=O)[O-] | -9 | -2 | 99 | 105 | 14 | 102 | 2 | 8 | 104 | 98 | 101
COc1ccc(CCNC(=O)CC2SC(=NCc3ccccc3)NC2=O)cc1 (stereo not given) | -21 | -32 | 99 | 98 | -7 | 99 | 10 | 23 | 100 | 103 | 100
Cc1cc(C)c2c(c1)OC(O)(C(F)F)CC2=O (stereo not given) | -10 | -4 | 99 | 104 | -4 | 100 | 8 | 5 | 102 | 99 | 94
CCOc1ccc(Nc2cc(C)nc(N3CCOCC3)n2)cc1 | -71 | . | 105 | 105 | 7 | 102 | 6 | 24 | 107 | 106 | 102
O=C(CC1Nc2ccccc2NC1=O)NCCc1ccccc1 (stereo not given) | -17 | -45 | 104 | 108 | -5 | 99 | 7 | 55 | 106 | 102 | 100
COc1ccc(C2NS(=O)(=O)N=C2N)cc1 (stereo not given) | -10 | -5 | 96 | 102 | -28 | 97 | 8 | 13 | 99 | 98 | 93
Cc1cc(NC(=O)C(C)SCC(=O)O)no1 (stereo not given) | -5 | 0 | 100 | 101 | 0 | 95 | 24 | 17 | 97 | 99 | 103
O=C(CSc1nnc(SCc2ccc(Cl)cc2)s1)N/N=C/c1ccccc1Cl | 4 | -8 | 95 | 99 | 13 | 97 | 11 | 11 | 99 | 93 | 90
CCOC(=O)C1CCCN(Cc2ccccc2F)C1 (stereo not given) | 25 | -4 | 98 | 102 | 33 | 99 | 3 | 17 | 96 | 94 | 95
COc1cc(C(=O)OCC(=O)N2CCCC2)cc(OC)c1OC | -8 | . | 97 | 96 | 21 | 94 | 13 | 37 | 99 | 96 | 93
CCOc1cc(C2C(C(C)=O)=C(O)C(=O)N2CCc2c[nH]c3ccccc23)ccc1O (stereo not given) | -26 | . | 95 | 95 | 20 | 93 | 25 | 11 | 97 | 96 | 98
Cc1ccnc2nc(C(=O)Nc3nc(-c4ccccn4)cs3)nn12 | -57 | 30 | 93 | 87 | 43 | 94 | 9 | 12 | 91 | 92 | 99
CC(C)CCNC(=O)c1cccnc1Sc1ccccc1 | -4 | . | 101 | 103 | 19 | 103 | 8 | 9 | 102 | 101 | 97
COc1ccc2c(c1)CCc1c(C(=O)Nc3ccc(OC)c(OC)c3)noc1-2 | -27 | -3 | 98 | 93 | 24 | 95 | 15 | 32 | 97 | 96 | 96
COc1ccc(NC(C)=O)cc1S(=O)(=O)N1CCc2ccccc21 | -14 | -23 | 102 | 103 | 9 | 97 | 11 | 17 | 99 | 101 | 105
CCCn1nnnc1SCC(=O)c1ccc2c(c1)OCCO2 | -3 | 4 | 95 | 94 | 17 | 95 | 3 | 34 | 96 | 96 | 97
COc1ccc2[nH]c(=O)c(CN(Cc3ccco3)C(c3nnnn3Cc3ccccc3)C(C)C)cc2c1 (stereo not given) | -9 | -11 | 101 | 99 | 8 | 100 | 13 | 9 | 101 | 100 | 93
Cc1cc(-c2cc(N)n(-c3ccccc3)n2)c(C)n1C1CCCC1 | -43 | 4 | 100 | 104 | 9 | 98 | 5 | 13 | 97 | 98 | 101

Other records
SMILES | Mcl1-Bid inh | Pf gametocyte | HRas wt GTP bind | Rac1 wt GTP bind | Mcl1 Noxa PPI | Rac1 act GTP bind | Avidin bead fluor | GSH bead fluor | Cdc42 wt | Rab2 wt GTP | Rab7 wt GTP bind
Cc1cccc(C)c1NC(=O)CSc1nnnn1C | -25 | . | 94 | 93 | 18 | 94 | 5 | 48 | 94 | 95 | 95
O=C(O)c1ccccc1S(=O)(=O)Cc1ccccc1 | -20 | . | ? | ? | 14 | ? | 8 | 16 | ? | ? | ?
CS(=O)(=O)NCCCNc1c(Cl)cccc1[N+](=O)[O-] | 3 | . | 95 | 94 | 10 | 93 | 37 | 11 | 95 | 93 | 93
COc1ccc(F)cc1C(=O)C1CCCN(Cc2cnc(N3CCCC3)s2)C1 (stereo not given) | -8 | -21 | 97 | 99 | -2 | 94 | 1 | 14 | 93 | 98 | 104
O=C(c1nn(-c2ccccc2)c(=O)c2ccccc12)N1CCN(c2ccccn2)CC1 | -28 | . | 100 | 99 | -4 | 97 | 7 | 24 | 98 | 98 | 100
O=C(O)C(Cc1c[nH]c2ccccc12)NS(=O)(=O)c1ccccc1 (stereo not given) | -50 | . | 97 | 101 | 42 | 93 | 1 | 7 | 98 | 94 | 96
COc1cccc(CN(CC(=O)NC2CCCC2)C(=O)CCC(=O)Nc2cc(C)on2)c1 | -23 | 8 | 104 | 109 | -3 | 102 | 9 | 43 | 108 | 103 | 106
CC(=O)Nc1ccc(C(=O)OCc2ccc(F)cc2)cc1 | -2 | -31 | 95 | 95 | 1 | 91 | 19 | 10 | 94 | 93 | 94
CN(C)C(=O)C12CCC(C)(c3nc4ccccc4nc31)C2(C)C (stereo not given) | 5 | -10 | 101 | 108 | 13 | 101 | 10 | 15 | 104 | 104 | 101
